From PubChem
Gal4-VP16 FLuc: Gal4-VP16 reporter inhibition counter-screen; Drosophila S2 Gal4-VP16 UAS-luciferase, luminescence, 20 h; Potency, µM (series often up to 53.6 µM), inactives show at the highest dose activity, negative = inhibition, usual class: inhibitors; 310,000 compounds, 3.5% hits; AID 2546;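 also: Gal4-VP16 expression switched on by copper sulfate through the metallothionein promoter; potency is read from the fitted curve at half-maximal effect; % is scaled to controls: 0 for no effect and ±100 for the full control effect; nearly all actives have a fitted effect of over 50% in size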
ELG1 genotox: induces genotoxicity in HEK293T cells with luciferase-tagged ELG1 | HEK293T ELG1-luciferase reporter, luminescence, 16 h | Potency, µM (highest dose often 46 µM), for the others: at the top dose activity change, positive = activation, hits mostly activators | 330,000 compounds, 1.3% hits; also: potency is read from the fitted curve at half-maximal effect; % of control where 0% means no effect; nearly all actives have a fitted effect of over 60% in size
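16 hr compound incubation (37 °C, 5% CO2) of HEK293T cells carrying luciferase-tagged ELG1; luciferase then measured by ONE-Glo luminescence after 30 min at RT.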
Tb PFK block: blocks T. brucei phosphofructokinase. O15648. T. brucei PFK, ADP-Glo luminescence. Potency, µM (titrated, usually from 57.5 µM), inactives show top-dose activity, negative = inhibition, hits mostly inhibitors. 330,000 compounds, 0.17% hits;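 also: potency is read from the fitted curve at half-maximal effect; 0% = uninhibited 1x PFK enzyme wells and -100% = no-enzyme wells; nearly all actives have a fitted effect of over 60% in size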
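Activity is normalized to no-enzyme wells (full inhibition) and 1.25 nM enzyme wells (no inhibition). Reaction: 0.5 mM F6P, 0.1 mM ATP, 45 min RT, ADP-Glo luminescence; concentration-response curves fitted and classed by quality.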
RORg inh: ROR gamma (mouse) transcription inhibition; 310,000 compounds, 5.4% hits; Drosophila S2 Gal4-RORgamma UAS-luciferase reporter, 20 h; Potency, µM (top dose mostly 53.6 µM), for inactives: at the top dose activity change, negative = inhibition, actives largely listed as inhibitors; P51450; also: potency is read from the fitted curve at half-maximal effect; % is scaled to controls: 0 for no effect and ±100 for the full control effect; nearly all actives have a fitted effect of over 60% in size
Target sequence (P51450 whole entry, looked up, the tested form may be a part): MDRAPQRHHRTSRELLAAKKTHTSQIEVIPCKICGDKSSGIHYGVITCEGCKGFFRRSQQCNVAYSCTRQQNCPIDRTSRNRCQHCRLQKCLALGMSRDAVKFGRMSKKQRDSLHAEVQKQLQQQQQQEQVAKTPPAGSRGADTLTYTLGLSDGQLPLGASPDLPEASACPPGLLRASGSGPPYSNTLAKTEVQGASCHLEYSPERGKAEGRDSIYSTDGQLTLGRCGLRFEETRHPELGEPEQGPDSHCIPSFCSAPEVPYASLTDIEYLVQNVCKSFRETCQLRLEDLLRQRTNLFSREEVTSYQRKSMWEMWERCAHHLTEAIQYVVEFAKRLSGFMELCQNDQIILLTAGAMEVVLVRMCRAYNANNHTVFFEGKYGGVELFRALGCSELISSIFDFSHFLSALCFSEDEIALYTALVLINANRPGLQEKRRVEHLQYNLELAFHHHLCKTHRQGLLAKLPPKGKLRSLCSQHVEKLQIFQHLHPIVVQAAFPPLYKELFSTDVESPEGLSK
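Compounds are pin-transferred onto Drosophila Schneider cells expressing a copper-inducible Gal4–ROR gamma transactivation domain fusion. After 1 hr, copper sulfate is added to 700 uM final; luciferase is read 20 hr later.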
uPA surface inh: inhibitors of cell surface uPA generation. cell surface uPA generation assay, qHTS. Potency, µM (doses to about 38.3 µM), for inactives: at the highest dose activity change, negative = inhibition, actives largely listed as inhibitors. 330,000 compounds, 0.31% hits. AID 540303; active = well fitted inhibition curve with a large enough effect; inconclusive = small, poorly fitted or top-dose-only effect; inactive = no such curve, though single readings can be large or run the other way; tested in mouse RAW 264.7 cells; also: potency is read from the fitted curve at half-maximal effect; % is scaled to controls: 0 for no effect and ±100 for the full control effect; nearly all actives have a fitted effect of over 55% in size
Giardia killer: Giardia lamblia killing; Giardia lamblia trophozoite viability; activity change, % at 7.66 µM, hits read low; 340,000 compounds, 0.15% hits; in the data active = activity change below about -80%; inconclusive = between about -30% and that limit;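 also: parasites exposed to compound for two days anaerobically before the ATP read; % is scaled to controls: 0 for no effect and ±100 for the full control effect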
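Giardia lamblia trophozoites (100 cells/well) were incubated with compounds for 48 h at 37 deg C under anaerobic conditions. Viability was read as ATP content by one-step luminescence after 15-30 min at room temperature.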
KCNH2 3.1 block: KCNH2 3.1 (human) potassium channel inhibition; U2OS KCNH2 3.1, thallium flux FluxOr; stronger effect = lower value; activity change, % (tested at about 1.8 µM); AID 720553; 340,000 compounds, 0.95% hits;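 active = maximum activity change below -70%; inconclusive = maximum activity change from -70% to -50%; inactive = maximum activity change above -50%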;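 also: thallium influx rate constant from kinetic fluorescence after stimulation buffer; % is scaled to controls: 0 for no effect and ±100 for the full control effect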
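Channel expression came from 3.1 mutant virus (1.77 x 10^8 /mL) applied to suspended U2OS cells for 4 h. Flux was tracked with FluxOr dye plus Red40 quencher, and kinetic rate constants normalized to controls.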
FLuc counter: counter-screen for miR-21 project: firefly luciferase inhibitors or activators. purified FLuc, Km substrates, luminescence inhibition. Potency, µM (top dose mostly 57.5 µM), for the others: at the highest dose activity change, negative = inhibition, most hits filed as inhibitors. 360,000 compounds, 6.9% hits;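 also: potency is read from the fitted curve at half-maximal effect; plate controls were vehicle for no effect and reference inhibitor for full effect; nearly all actives have a fitted effect of over 55% in size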
Target sequence (P08659 whole entry, looked up): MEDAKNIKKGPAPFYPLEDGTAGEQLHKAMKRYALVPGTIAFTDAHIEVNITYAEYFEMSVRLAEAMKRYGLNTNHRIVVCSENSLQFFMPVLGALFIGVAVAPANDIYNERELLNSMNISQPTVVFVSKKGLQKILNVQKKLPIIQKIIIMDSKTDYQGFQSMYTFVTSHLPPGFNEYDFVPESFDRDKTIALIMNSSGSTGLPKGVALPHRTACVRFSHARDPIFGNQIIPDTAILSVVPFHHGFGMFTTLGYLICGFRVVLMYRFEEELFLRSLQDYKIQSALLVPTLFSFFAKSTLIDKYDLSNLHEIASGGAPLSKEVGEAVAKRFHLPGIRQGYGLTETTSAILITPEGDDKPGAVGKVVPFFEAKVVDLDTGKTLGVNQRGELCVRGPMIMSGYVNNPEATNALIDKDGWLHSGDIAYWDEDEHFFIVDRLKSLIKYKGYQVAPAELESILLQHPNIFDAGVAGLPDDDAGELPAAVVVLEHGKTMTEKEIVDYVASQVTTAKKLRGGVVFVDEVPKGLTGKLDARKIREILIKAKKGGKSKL
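Purified P. pyralis luciferase (10nM final) with 10uM D-luciferin and 10uM ATP (Km levels) in 50mM Tris acetate pH 7.5, 10mM Mg acetate, 0.01% Tween-20, 0.05% BSA; qHTS 6-point titration, ~60 µM downward; luminescence read.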
Rab9 prom act: Rab9 promoter activation. Huh7 Rab9 promoter-luciferase reporter, luminescence, 24 h. Potency, µM (titrated, usually from 9.22 µM), for the others: at the highest dose activation, negative = inhibition, most hits filed as activators. 320,000 compounds, 2.8% hits; also: potency is read from the fitted curve at half-maximal effect; % of control where 0% means no effect; nearly all actives have a fitted effect of over 60% in size
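Luciferase signal after 10 min detection reagent at ambient indicates Rab9 promoter upregulation; stably transfected Huh7 cells were treated 24 h with compound in DMSO at 37 °C, 5% CO2.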
NPC1 prom act: NPC1 promoter activation | Huh7 NPC1 promoter luciferase reporter, 24 h | Potency, µM (titrated, usually from 9.22 µM), for the others: at the top dose activation, hits mostly activators | 320,000 compounds, 2.4% hits;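 also: potency is read from the fitted curve at half-maximal effect; % of control where 0% means no effect; nearly all actives have a fitted effect of over 60% in size; reporter is driven by a mutant NPC1 promoter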
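Luminescence from an NPC1 promoter-driven luciferase reporter in stably transfected Huh7 cells was measured after 24 h compound treatment at 37 °C, followed by 10 min ambient incubation with luciferase detection reagent.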
FBPA coupling cs: inhibits coupling enzyme system, counter-screen for aldolase hits. activity change, negative = inhibition, % at 58.2 µM, hits read low. coupling enzyme system counterscreen, AmpLite Red fluorescence. 290,000 compounds, 0.67% hits; in the data active = activity change below about -30%; also: % is scaled to controls: 0 for no effect and ±100 for the full control effect
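Compounds tested against the coupling enzymes alone at 57.5 uM final; readout was AmpLite Red fluorescence (525/598 nm) after 20 min at RT.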
* = called active by the depositor; u = inconclusive; x = not tested or not shown; [ ] = remark or other dose. Unless noted, calls follow the shape of the dose curve; as a rule, active = well fitted curve in the direction sought with a large enough effect; inconclusive = small, poorly fitted or top-dose-only effect, or another doubt; inactive = no such curve, though single readings can be large; an effect the other way counts as inactive or inconclusive. Rows were taken by chance; about 14% have a hit in one of these screens.

Every second line gives: Gal4-VP16 FLuc	ELG1 genotox	Tb PFK block	RORg inh	uPA surface inh	Giardia killer	KCNH2 3.1 block	FLuc counter	Rab9 prom act	NPC1 prom act	FBPA coupling cs
CCN(CC)S(=O)(=O)c1ccc(OCC2CCCCO2)c([N+](=O)[O-])c1 (centres undefined)
    -9%	-1%	1%	15%	-5%	4	-6	3%	1%	0%	0
COc1ccc(CNC(=O)C/C(C)=N/NC(=O)COc2ccc(C)cc2Br)cc1
    -11%	26%	-4%	-29%	-21%	-4	12	u	-5%	-25%	3
COc1ccc(-n2nc(C(=O)NCC(=O)N3CCCCC3)c3ccccc3c2=O)c(OC)c1
    -19%	u	-5%	-23%	-7%	-18	17	3.8µM*	u	23%	0
CC(C)(C)c1ccc(C(=O)NCCCNC(=O)c2cccnc2)cc1
    0%	21%	6%	0%	-5%	-11	10	17µM*	u	25%	2
Cc1cc(C(F)(F)F)n2[nH]c(=O)c(N=Nc3ccccc3)c2n1
    -11%	-12%	-10%	5%	-4%	-2	10	u	12%	-3%	0
COc1ccc(N=Nc2nc(-c3ccccc3)c(-c3ccccc3)[nH]2)cc1
    2.8µM*	-8%	12%	2.2µM*	-4%	9	-15	9.5µM*	-4%	0%	1
COc1ccc(CCNC(=O)c2cnn3c(C(F)F)cc(C)nc23)cc1OC
    9%	5%	0%	8%	12%	8	-20	1%	-6%	1%	-8
CC(=O)N1c2ccc(S(=O)(=O)NCC3CCC(C(=O)NC4CCC(C)CC4)CC3)cc2CC1C (centres undefined)
    1%	-7%	2%	31%	-9%	3	-13	1%	0%	-5%	6
COc1cccc(NC(=O)CSc2nnc(-c3cccc(OC(C)C)c3)n2N)c1
    0%	8%	-8%	-39%	3%	-5	-2	u	-6%	1%	1
CCOc1ccc(NC(=O)Cn2nnc3c(cnn3-c3ccc(F)cc3)c2=O)cc1
    -6%	-4%	3%	-17%	12%	-15	3	5%	-4%	0%	0
Cc1cc(NC(=O)CSc2ncnc3c2cnn3-c2ccccc2)no1
    9%	-11%	-5%	-1%	10%	-3	12	-4%	-3%	-6%	1
CSCc1c(C(=O)OCC(=O)c2ccc[nH]2)oc2ccccc12
    x	-4%	-2%	x	4%	-1	6	-2%	14%	12%	x
Cc1ccc(NC(=S)NCc2ccc(S(N)(=O)=O)cc2)cc1Cl
    -11%	0%	-13%	-36%	4%	14	-5	-1%	1%	-1%	0
CCN(c1ccc(NC(=O)COC(=O)C(C)N=C2NS(=O)(=O)c3ccccc32)cc1)C(C)C (centres undefined)
    x	3%	0%	x	2%	24	5	-19%	9%	-1%	x
CC1(C(=O)NC2CCCCCCC2)CCC(=O)N1Cc1ccco1 (centres undefined)
    -4%	-3%	3%	1%	7%	18	-6	9%	3%	0%	2
COc1cc(C)ccc1OCCOCCOc1ccccc1Br
    18%	0%	1%	39%	10%	7	x	-16%	2%	-2%	-1
O=C(/C=C/c1cccc(F)c1)NC1CCN(Cc2ccccc2)CC1
    4%	1%	-3%	7%	0%	1	-12	1%	-2%	1%	1
CC(C)C(NC(=O)C(NC(=O)C1OC2OC(C)(C)OC2C2OC(C)(C)OC12)C(C)C)C(=O)O (centres undefined)
    2%	2%	-3%	10%	10%	-25	-9	-1%	-6%	-6%	3
c1ccc(CSCc2cn3ccccc3n2)cc1
    -19%	u	-4%	13µM*	-2%	-6	-17	17µM*	1.1µM*	2.8µM*	0
O=C(Nc1ccc(Cl)cc1)Nc1csc([N+](=O)[O-])c1
    u	-5%	u	u	-8%	u	-15	u	-23%	2%	-7
CCc1nnc(NC(=O)CN2C(=O)NC3(CC(C)CC(C)(C)C3)C2=O)s1 (centres undefined)
    -9%	-5%	-1%	1%	6%	8	22	7%	-5%	-2%	x
Nc1cc(=O)[nH]c(SCCOc2ccccc2)n1
    0%	7%	-10%	2%	-3%	18	2	2%	0%	2%	2
Cc1cccc(NC(=O)C2CCCN(S(=O)(=O)c3ccc4[nH]c(=O)ccc4c3)C2)n1 (centres undefined)
    8%	-2%	2%	-14%	-1%	-18	6	1%	-4%	-2%	0
COc1ccc(NC(=O)CCC(=O)OC(C(=O)c2ccccc2)c2ccccc2)cc1 (centres undefined)
    -4%	3%	1%	u	-2%	22	6	-8%	9%	0%	-7
Cc1nn(C(C)C(=O)NCc2cccs2)c(C)c1[N+](=O)[O-] (centres undefined)
    -2%	2%	3%	0%	-10%	-12	5	6%	6%	-5%	2
CCOC(=O)c1cc(C(=O)Nc2ccccc2F)nn1C
    -9%	4.5µM*	-1%	u	x	-3	9	8.5µM*	2µM*	2.2µM*	-2
COc1ccccc1NC(=O)c1ccc(-c2ccc(Br)cc2)o1
    0%	20%	1%	-4%	-14%	-13	u	8.5µM*	-11%	-19%	5
CC(C)C(=O)Nc1ccccc1-c1nc2ccccc2[nH]c1=O
    x	2%	2%	x	6%	-1	0	5%	1%	1%	3
NS(=O)(=O)c1ccc(Sc2ccc3ccccc3c2)nc1
    -2%	-3%	-5%	-7%	2%	30[activator]	-6	0%	-3%	5%	-5
COC(=O)c1ccccc1NC(=O)CN(c1ccc(C)cc1)S(C)(=O)=O
    4%	1%	-1%	18%	-11%	-6	-10	-1%	2%	-4%	0
COc1cccc(CNC(=O)CCNS(=O)(=O)c2cccs2)c1
    -1%	-1%	-5%	-5%	4%	0	4	-3%	-6%	0%	3
Cc1ccc(S(=O)(=O)/C(=C/Cl)NC(=O)c2ccccc2)cc1
    u	-10%	0%	u	-17%	-16	-3	-1%	-16%	-10%	-2
CN(C)C(=O)COC(=O)/C=C/c1cn(-c2ccccc2)nc1-c1cccs1
    -20%	-5%	1%	33%	3%	12	-2	19µM*	0%	-3%	0
Cc1cc(Cl)ccc1OCC(=O)NCCOc1nc(N2CCCCC2)nc(N2CCOCC2)n1
    7%	-1%	1%	9%	1%	1	-4	7%	0%	-5%	4
COc1ccc(S(=O)(=O)NC2CC(=O)N(c3ccc(C)c(C)c3)C2)cc1 (centres undefined)
    x	1%	0%	x	1%	u	-25	4%	0%	1%	x
Cc1ccc(S(=O)(=O)N2[C@@H](c3cccc(Cl)c3)C(C(=O)O)=CC[C@H]2c2cccs2)cc1
    x	-1%	-4%	x	1%	u	-12	-1%	-6%	-1%	x
O=C(CNC(=O)c1cccc(Br)c1)N/N=C/c1cccs1
    -4%	3%	6%	u	9%	4	-4	u	-2%	-1%	-1
COc1cc(C(=O)OCC(=O)Nc2cccc(S(=O)(=O)N3CCOCC3)c2)ccc1OCC(C)C
    x	0%	-3%	x	-2%	21	1	4%	1%	-3%	x
O=C1[C@@H]2Cc3c([nH]c4ccccc34)[C@@H](c3ccccc3)N2C(=O)[C@@H]2Cc3c([nH]c4ccccc34)[C@@H](c3ccccc3)N12
    u	13%	7%	-42%	x	x	x	3%	-10%	-8%	-3
c1ccc(-c2nc(N3CCOCC3)sc2-c2ccccc2)cc1
    -12%	-1%	-1%	7%	1%	-10	25	1%	0%	-2%	2
CN1C(=O)SC(Nc2cccc3ccccc23)C1=O (centres undefined)
    4%	1%	-4%	-5%	-1%	6	-2	-3%	-7%	-3%	-1
COC(=O)c1ccccc1OCCN1CCCCCC1
    3%	-4%	-2%	2%	-2%	-15	1	0%	-1%	-2%	0
CC(C)C[C@H](NC(=O)c1nc[nH]c1C(=O)NCc1ccccc1)C(=O)OC(C)(C)C
    10µM*	-3%	-3%	4.5µM*	-10%	-12	-5	7%	-4%	3%	-17
CCS(=O)(=O)NCC(c1cccnc1)N1CCN(c2ccc(F)cc2)CC1 (centres undefined)
    -1%	1%	0%	2%	-3%	-13	-1	-3%	11%	-2%	1
O=C(NC(c1ccc(Cl)cc1)c1c(O)ccc2ccccc12)c1ccccc1 (centres undefined)
    u	-2%	-1%	-101%	-10%	2	2	0%	-8%	1%	-6
COCCn1nnnc1CN1CCN(c2cccc(C(F)(F)F)c2)CC1
    5%	3%	3%	11%	2%	-18	1	2%	-3%	3%	0
COc1ccc(OCc2cc(C(=O)NC3CCOC(C)(C)C3)no2)c2ccccc12 (centres undefined)
    0%	u	4%	-2%	x	x	x	8.5µM*	3.5µM*	2.8µM*	x
C=CCn1c(SCC(=O)N2CCCC2)nc2c([nH]c3ccccc32)c1=O
    -8%	-1%	-8%	1%	1%	-1	6	4%	2%	3%	-2
C=CCn1c(O)c(N=NC(=O)OCC)c2ccccc21
    u	-1%	0%	5%	-1%	-14	4	-11%	1%	9%	0
